Source: PubChem
FBPA Giardia inh = inhibitors of Giardia lamblia fructose-1,6-bisphosphate aldolase; A8B2U2; purified Giardia FBPA; Potency, µM (top dose mostly 59.6 µM), inactives show top-dose activity, negative = inhibition, usual class: inhibitors; actives 0.71% (n = 290,000); also: potency is read from the fitted curve at half-maximal effect; nearly all actives have a fitted effect of over 55% in size
Target sequence (A8B2U2 whole entry, looked up): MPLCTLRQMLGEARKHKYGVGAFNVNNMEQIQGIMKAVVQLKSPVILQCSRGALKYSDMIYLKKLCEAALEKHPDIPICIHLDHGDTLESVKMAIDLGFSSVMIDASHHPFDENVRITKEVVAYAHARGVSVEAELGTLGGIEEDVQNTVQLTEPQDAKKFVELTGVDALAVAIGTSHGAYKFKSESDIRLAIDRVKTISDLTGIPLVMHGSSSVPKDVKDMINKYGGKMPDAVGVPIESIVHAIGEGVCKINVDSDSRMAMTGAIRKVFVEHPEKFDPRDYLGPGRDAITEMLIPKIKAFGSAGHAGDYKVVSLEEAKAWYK
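Giardia FBPA (40 nM reagent) was preincubated 10 min at RT with compound (up to 57.5 uM final), then substrate plus GAPDH/TPI/NAD/arsenate coupling system with diaphorase/resazurin was added; resorufin fluorescence (525/598 nm) was read after 20 min.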
HCMV inh = human cytomegalovirus inhibition; HFF cells, HCMV-luciferase reporter, 72 h; hits give low values; activity change, negative = inhibition, % at 57.5 µM; actives 4.5% (n = 410,000); AID 1259415; in the data active = activity change below about -60%; inconclusive = no clear call, values can overlap the other calls; inactive = above about -39%
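Cell-based, HFFs, 1000 cells/well, 16 h 37C; cpds in DMSO + HCMV-luc, MOI 1 PFU/cell; 72 h 37C; OneGlo luminescence after 5 min RT; norm. to buffer vs Salinomycin 10uM.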
AMA1 RON2 block = inhibitors of Plasmodium falciparum AMA1-RON2 interaction | Potency, µM (highest dose often 58.2 µM), without a hit: at the top dose activity change, negative = inhibition, usual class: inhibitors | AID 720542 | actives 0.2% (n = 360,000) | AlphaScreen AMA1-biotinylated RON2 peptide binding;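 also: potency is read from the fitted curve at half-maximal effect; 0% = vehicle wells and -100% = peptide control; nearly all actives have a fitted effect of over 45% in size; some results filed as inactive show a strong effect at the top dose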
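AMA1 (3D7) with his tag at 25 nM final met compounds first, then biotinylated RON2 peptide at 25 nM; detection used donor plus acceptor beads, 10 µg/mL apiece, read by AlphaScreen after 30 min at room temperature.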
HCV inhibitor = inhibitors of hepatitis C virus infection. Huh7.5.1 HCVcc-Cre infection, luciferase reporter, 44 h. Potency, µM (doses to about 41.8 µM), for inactives: at the highest dose activity change, negative = inhibition, usual class: inhibitors. actives 3.4% (n = 340,000); also: potency is read from the fitted curve at half-maximal effect
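1,000 cells/well; 4 h culture; + compound; + HCVcc-Cre (~0.5 moi); 44 h; luciferase substrate, RT 15 min; read 15 sec.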
Sm TGR block = inhibitors of Schistosoma mansoni thioredoxin glutathione reductase. Q962Y6. purified TGR, DTNB reduction, TNB absorbance 405 nm. Potency, µM (highest dose often 114 µM), without a hit: top-dose activity change, negative = inhibition, hits mostly inhibitors. actives 3% (n = 360,000); also: potency is read from the fitted curve at half-maximal effect; nearly all actives have a fitted effect of over 60% in size
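TGR 20 nM + NADPH 100 uM (dispensed conc.), cpd preinc 15 min RT; start with NADPH (500 uM addition) then DTNB (15 mM addition). Kinetic TNB absorbance, 405 nm filter. Four-parameter Hill fit across titration.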
AmpC detergent = blocks E. coli AmpC beta-lactamase in detergent assay. Potency, µM (series often up to 114 µM), for the others: at the highest dose activity change, negative = inhibition, usual class: inhibitors. P00811. actives 0.041% (n = 370,000). AID 485294. AmpC hydrolysis of nitrocefin, absorbance 480 nm, 0.01% Triton;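 also: potency is read from the fitted curve at half-maximal effect; 0% = no-compound wells and -100% = no-enzyme wells; nearly all actives have a fitted effect of over 25% in size; some results filed as inactive show a strong effect at the top dose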
Target sequence (P00811 whole entry, looked up): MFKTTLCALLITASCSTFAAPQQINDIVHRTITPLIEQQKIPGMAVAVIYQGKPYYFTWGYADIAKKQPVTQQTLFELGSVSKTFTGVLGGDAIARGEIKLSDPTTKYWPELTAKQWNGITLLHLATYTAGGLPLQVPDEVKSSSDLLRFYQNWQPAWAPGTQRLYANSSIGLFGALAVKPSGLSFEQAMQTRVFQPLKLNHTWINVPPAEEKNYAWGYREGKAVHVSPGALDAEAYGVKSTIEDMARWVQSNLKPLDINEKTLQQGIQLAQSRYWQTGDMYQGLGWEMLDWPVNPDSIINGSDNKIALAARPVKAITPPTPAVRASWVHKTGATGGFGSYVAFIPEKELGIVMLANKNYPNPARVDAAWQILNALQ
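AmpC (5.3 nM in the dispensed reagent) in 20 mM phosphate pH 7.0 with 0.01% (detergent screen) or 0.0001% Triton X-100 was preincubated with compounds for 15 min at room temperature. Nitrocefin was then added from an 800 uM solution, and hydrolysis was followed at 480 nm.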
Starred values were filed as active, the others as inactive; ? = inconclusive; nt = no result given; [ ] = dose if it differs, or a comment. Unless noted, calls follow the shape of the dose curve; as a rule, active = well fitted curve in the direction sought with a large enough effect; inconclusive = small, poorly fitted or top-dose-only effect, or another doubt; inactive = no such curve, though single readings can be large; an effect the other way counts as inactive or inconclusive. Unless noted, % is scaled to controls: 0 for no effect and ±100 for the full control effect.

Every second line gives: FBPA Giardia inh	HCMV inh	AMA1 RON2 block	HCV inhibitor	Sm TGR block	AmpC detergent
1	CC1CCCCC1NC(=O)c1ccc(S(=O)(=O)N2CCCC2)cc1 (configuration not stated)
  -0.9%	-21.5	6.7%	7.9%	-1.4%	?
2	CCNC(=O)Nc1ccc(OC)cc1OC
  2.6%	-18.1	5.2%	29.4%	3.8%	0.1%
3	CCN(CC)CCCNC(=O)c1cc2nc3c(c(C(F)(F)F)n2n1)CCc1ccccc1-3
  2.1%	?	8.6%	1.58µM*	9.6%	-7.6%
4	CC(C)(C)C1CCC(OC(=O)c2cncc(Br)c2)CC1 (configuration not stated)
  -0.2%	-20.0	-1.1%	12.6%	14.5%	3.9%
5	COc1ccc2cc(CN(CC3CCCO3)S(=O)(=O)c3ccccc3)c(=O)[nH]c2c1 (configuration not stated)
  -2.2%	21.7	-0.4%	-9.1%	5.8%	-9.8%
6	O=P(c1ccccc1)(c1ccccc1)c1cc(Br)cc(Br)c1OCCO
  2.6%	nt	3.8%	-20.7%	-12.1%	0.7%
7	CCCCCCSc1nnc(-c2cnn(-c3ccccc3)c2-n2cccc2)n1C
  -1.8%	-28.2	?	?	-17.6%	-2.8%
8	Cc1ccc(S(=O)(=O)c2cnc(SCC(=O)Nc3cccc(Cl)c3)nc2N)cc1C
  nt	9.2	nt	nt	-0.4%	9.1%
9	COc1ccc(CN(C)C(=O)CNC(=O)c2cccs2)c(OC)c1
  nt	0.0	-23.0%	-9.9%	-1.0%	?
10	CCOc1ccc(CCNC(=O)c2sc3nc4n(c(=O)c3c2C)CCC4)cc1OCC
  nt	4.9	0.7%	-10.2%	-21.0%	-12.5%

Some values from above.
compound 9 | HCV inhibitor: -9.9%
compound 5 | AmpC detergent: -9.8%

(list continues)
Every second line gives: FBPA Giardia inh	HCMV inh	AMA1 RON2 block	HCV inhibitor	Sm TGR block	AmpC detergent
11	CCc1ccc(NC(=O)CC2C(=O)N(c3cccc(C)c3)C(=O)N2C2CC2)cc1 (configuration not stated)
  -1.1%	4.7	-0.2%	-8.6%	-1.4%	8.7%
12	O=C(c1ccccc1NS(=O)(=O)c1ccccc1[N+](=O)[O-])N1CCOCC1
  2.9%	-23.8	-6.1%	-2.7%	0.1%	-14.9%
13	N#CC1=C(N)SC(N)=C(C#N)C1Cc1ccccc1
  -9.1%	56.2	26.6%	-4.3%	-14.1%[11.4 µM]	-15.3%
14	CC1c2cc3c(cc2CCN1C(=O)c1ccc(C(F)(F)F)cc1)OCCCO3 (configuration not stated)
  nt	?	2.4%	?	-2.6%	3.9%
15	O=C(NC1CC1)C1=C[C@H](c2c[nH]c3ccccc23)C[C@H](OCCCCO)O1
  -0.4%	29.4	-3.0%	10.2%	-0.9%	4.4%
16	COC(=O)[C@@]1(C)[C@H]2C(=O)N(Cc3ccccc3)C(=O)[C@H]2[C@H]2CN(C)C(=NC3CCCCC3)N21
  nt	-12.4	7.6%	0.562µM*	nt	nt
17	Cc1ccc(N(C)C(=O)c2cc(S(=O)(=O)N3CCOCC3)cn2C)cc1
  nt	-22.0	nt	nt	1.4%	13.7%
18	O=C(NNC(=O)c1csc(N2CCOCC2)n1)c1ccc(=O)[nH]c1
  nt	1.5	118.4%[activator]	8.8%	-2.7%	-7.4%
19	COc1ccc(OC)c(C2C(C(=O)c3ccc(C)o3)=C(O)C(=O)N2c2cc(C)on2)c1 (configuration not stated)
  nt	0.0	-12.3%	20.0%	-24.7%	0.0%
20	COc1cc(C(O)c2nc3ccccc3n2C(C)C)cc(OC)c1OC (configuration not stated)
  -0.5%	-3.2	16.3%	-0.8%	-1.8%	?
21	COc1ccc(-c2cccc(-c3cc(=O)oc4cc5c(cc34)OCO5)c2)cc1
  -0.4%[89.2 µM]	12.7	-0.7%	20.6%	nt	nt
22	CC(C)(C)S(=O)N1Cc2cc(=O)n(Cc3ccccc3)cc2[C@@H]1CCO (some centres not stated)
  nt	0.7	0.0%	10.5%	nt	nt
23	COc1ccc(C2C(C(=O)c3ccco3)=C(O)C(=O)N2CCN2CCOCC2)cc1 (configuration not stated)
  ?	51.1	-12.5%	8.9%	-29.1%	4.5%
24	CC(=O)c1cc(-c2ccccc2)n(CCC(=O)NC2CCCCCCC2)c1C
  1.8%	-33.2	1.1%	?	-0.3%	-5.8%
25	CCc1noc(C)c1C(=O)NCCc1ccc(OC)c(OC)c1
  5.3%	0.2	-5.6%	nt	3.2%	-13.7%
26	O=C1c2ccccc2NC(c2ccccc2)N1/N=C/c1ccccc1 (configuration not stated)
  nt	86.9	4.9%	-10.1%	8.3%	-2.1%
27	C=CCn1c(N)cc(=O)nc1SC(C)C(=O)Nc1ccc(C(=O)OCC)cc1 (configuration not stated)
  -4.5%	-19.8	5.9%	25.7%	2.6%	-9.1%
28	O=C1Nc2ccccc2C1(O)Cc1ccccn1 (configuration not stated)
  -0.6%	-23.9	0.3%	18.0%	23.7%	-2.2%
29	O=C(COC(=O)c1cc(-c2cccs2)nc2ccccc12)c1ccc(Cl)cc1
  nt	19.8	nt	nt	-0.8%	-8.2%
30	Cc1ccc(S(=O)(=O)N2C[C@@H]3[C@H]4CC[C@H](C4)[C@@H]3[C@@H](C)[C@@H]2c2cccn2Cc2ccccc2)cc1
  nt	-34.1	-4.0%	-11.3%	nt	nt
31	CC1(C)CC(=O)C(C(N)=NC(=O)c2ccccc2)=C(O)C1
  -0.9%	?	-2.3%	-8.0%	7.3%	1.2%
32	Cc1nn(C)cc1CNC(=O)C1CCC(=O)N(Cc2cccc(C(F)(F)F)c2)C1 (configuration not stated)
  nt	-0.3	-3.4%	15.9%	-3.2%	-10.6%
33	CN(C)S(=O)(=O)c1ccc(C(=O)Nc2ccccc2SCCC#N)cc1
  -3.2%	?	8.6%	-6.0%	-1.0%	3.4%
34	Cc1nc2sc(C(c3cccs3)N3CCC4(CC3)OCCO4)c(O)n2n1 (configuration not stated)
  -2.8%	4.4	7.0%	20.6%	-7.9%	-8.8%
35	CC(C)(C)NC(=O)CN(C(=O)CS(=O)CC(=O)Nc1ccc(F)cc1)c1ccc2c(c1)OCCO2 (configuration not stated)
  4.0%	-14.1	-4.2%	13.8%	-9.6%	-5.4%
36	O=C(O)CCC(=O)NCC(=O)c1ccc(F)cc1
  12.1%	-35.4	5.0%	16.3%	-3.2%	-6.1%
37	COc1ccc(C)cc1-n1nnc(S(=O)(=O)c2ccc(C)cc2)c1C
  nt	-23.5	nt	nt	6.9%	-4.3%
38	Cc1ccc(CN2C(=O)C3(SCC(=O)N3c3ccc(C)c(C)c3)c3ccccc32)cc1 (configuration not stated)
  nt	?	nt	nt	-13.7%	0.9%
39	Nc1ccc2c(c1)-c1ccccc1S(=O)(=O)N2
  ?	34.4	48.6%[activator]	-0.3%	-12.3%	-8.3%
40	Clc1ccc(CNc2cnccn2)cc1Cl
  0.7%	8.1	7.5%	-12.9%	4.2%	-3.3%

2 entries drawn at random from the list so far, as already listed:
Every second line gives: FBPA Giardia inh	HCMV inh	AMA1 RON2 block	HCV inhibitor	Sm TGR block	AmpC detergent
38	Cc1ccc(CN2C(=O)C3(SCC(=O)N3c3ccc(C)c(C)c3)c3ccccc32)cc1 (configuration not stated)
  nt	?	nt	nt	-13.7%	0.9%
3	CCN(CC)CCCNC(=O)c1cc2nc3c(c(C(F)(F)F)n2n1)CCc1ccccc1-3
  2.1%	?	8.6%	1.58µM*	9.6%	-7.6%

Following part.
Every second line gives: FBPA Giardia inh	HCMV inh	AMA1 RON2 block	HCV inhibitor	Sm TGR block	AmpC detergent
41	COc1ccc(N2CCN(c3ncnc4c3cnn4-c3ccc(F)cc3)CC2)cc1
  nt	13.8	nt	nt	3.6%	3.4%
42	Cc1nc(SC(C)C(=O)Nc2ccccc2C)cc(-c2ccccc2)n1 (configuration not stated)
  nt	?	nt	nt	-4.3%	-2.3%
43	O=c1cc(N2CCc3ccccc32)[nH]c(=O)n1-c1ccccc1Cl
  6.4%	11.3	1.5%	14.9%	2.2%	-5.5%
44	O=C(N/N=C/C(Cl)=C/c1ccccc1)c1ccc2c(c1)OCO2
  nt	33.0	-6.2%	?	?	-9.8%
45	CCOc1ccccc1NC(c1nnc(-c2ccccc2)o1)c1ccc(F)cc1Cl (configuration not stated)
  nt	-11.2	nt	nt	14.1%	-2.3%
46	O=C(COC(=O)c1cccc(Br)c1)NC(=O)NC1CCCC1
  nt	-14.8	60.2%	-21.2%	-2.5%	?
47	COc1cc(/C=C2/SC(=NCc3ccccc3)N(Cc3ccccc3)C2=O)ccc1O
  9.8%	-11.0	-7.6%	-8.3%	0.5%	-0.5%
48	COc1ccc(NC(=S)N2CCN(CCN=CC3=C(O)CC(c4ccccc4)CC3=O)CC2)cc1 (configuration not stated)
  9.6%	3.8	16.0%	-11.6%	2.4%	3.6%
49	CCOc1ccc(-c2nnc(SCC(=O)NC3CCCCC3)nc2-c2ccc(OCC)cc2)cc1
  nt	-4.0	nt	nt	4.6%	4.3%
50	Cc1ccc(-c2noc(-c3cc4ccccc4oc3=O)n2)cc1
  6.8%	-21.9	4.8%	19.0%	-23.8%	0.7%
51	COc1ccc(C(=O)NC(=O)CSc2nnc(-c3ccco3)n2-c2ccccc2)cc1
  7.1%	-36.2	8.4%	21.8%	?	-10.5%
52	CCCN1C(C(=O)c2ccccc2)=C(OC(=O)COc2ccc(C)cc2)c2ccccc2S1(=O)=O
  nt	-91.5*	nt	nt	10µM*	15.3%
53	O=C(Nc1ccc([N+](=O)[O-])cc1)NN1CCCCCC1
  nt	-33.9	-18.6%	?	nt	nt
54	C[C@H]1C(=O)N(C)CCN1C(=O)c1cccc(OC2CCN(CC(C)(C)C)CC2)c1
  nt	-0.5	0.0%	20.3%	0.7%	-1.5%
55	CC(NC(=O)c1ccccc1)C(=O)NC1=NCCS1 (configuration not stated)
  -0.1%	-3.8	-3.3%	15.0%	-5.2%	-9.7%
56	c1ccc(CCN2CCCCC2)nc1
  nt	-31.3	12.3%	1.2%	nt	nt

One compound at a time (already shown). Order of values: FBPA Giardia inh, HCMV inh, AMA1 RON2 block, HCV inhibitor, Sm TGR block, AmpC detergent
Shown for O=C(Nc1ccc([N+](=O)[O-])cc1)NN1CCCCCC1 : nt, -33.9, -18.6%, ?, nt, nt
Shown for c1ccc(CCN2CCCCC2)nc1 : nt, -31.3, 12.3%, 1.2%, nt, nt
Shown for CC(NC(=O)c1ccccc1)C(=O)NC1=NCCS1 (configuration not stated) : -0.1%, -3.8, -3.3%, 15.0%, -5.2%, -9.7%
